EBV LMP1 NFkB – EBV LMP1-driven NF-kappaB luciferase reporter inhibitors, primary screen, cell-based, luminescence, single point; LMP1-induced NF-kappaB luciferase reporter cells; inhibition, % at 12.5 µM; hit rate 0.69% among 350,000; AID 504558, 2011; in the data active = inhibition above about 41%;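 also: 0% = neutral control wells and 100% = reference inhibitor control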
SRC1 inh – SRC1 coactivator transcriptional activity inhibitors, primary screen, cell-based, luminescence | Nuclear receptor coactivator 1 (Homo sapiens), Q15788 | HEK293 GAL4-SRC1 luciferase reporter | inhibition, % at 3.6 µM | hit rate 0.12% among 360,000 | AID 588354, 2011;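 active = inhibition above the campaign mean plus 3 SD, with each screening campaign given its own cutoff, cut at about 60% in these data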;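 also: 0% = DMSO treated cells and 100% = gossypol at 36 µM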
Target sequence (Q15788 whole entry, looked up, the tested form may be a part): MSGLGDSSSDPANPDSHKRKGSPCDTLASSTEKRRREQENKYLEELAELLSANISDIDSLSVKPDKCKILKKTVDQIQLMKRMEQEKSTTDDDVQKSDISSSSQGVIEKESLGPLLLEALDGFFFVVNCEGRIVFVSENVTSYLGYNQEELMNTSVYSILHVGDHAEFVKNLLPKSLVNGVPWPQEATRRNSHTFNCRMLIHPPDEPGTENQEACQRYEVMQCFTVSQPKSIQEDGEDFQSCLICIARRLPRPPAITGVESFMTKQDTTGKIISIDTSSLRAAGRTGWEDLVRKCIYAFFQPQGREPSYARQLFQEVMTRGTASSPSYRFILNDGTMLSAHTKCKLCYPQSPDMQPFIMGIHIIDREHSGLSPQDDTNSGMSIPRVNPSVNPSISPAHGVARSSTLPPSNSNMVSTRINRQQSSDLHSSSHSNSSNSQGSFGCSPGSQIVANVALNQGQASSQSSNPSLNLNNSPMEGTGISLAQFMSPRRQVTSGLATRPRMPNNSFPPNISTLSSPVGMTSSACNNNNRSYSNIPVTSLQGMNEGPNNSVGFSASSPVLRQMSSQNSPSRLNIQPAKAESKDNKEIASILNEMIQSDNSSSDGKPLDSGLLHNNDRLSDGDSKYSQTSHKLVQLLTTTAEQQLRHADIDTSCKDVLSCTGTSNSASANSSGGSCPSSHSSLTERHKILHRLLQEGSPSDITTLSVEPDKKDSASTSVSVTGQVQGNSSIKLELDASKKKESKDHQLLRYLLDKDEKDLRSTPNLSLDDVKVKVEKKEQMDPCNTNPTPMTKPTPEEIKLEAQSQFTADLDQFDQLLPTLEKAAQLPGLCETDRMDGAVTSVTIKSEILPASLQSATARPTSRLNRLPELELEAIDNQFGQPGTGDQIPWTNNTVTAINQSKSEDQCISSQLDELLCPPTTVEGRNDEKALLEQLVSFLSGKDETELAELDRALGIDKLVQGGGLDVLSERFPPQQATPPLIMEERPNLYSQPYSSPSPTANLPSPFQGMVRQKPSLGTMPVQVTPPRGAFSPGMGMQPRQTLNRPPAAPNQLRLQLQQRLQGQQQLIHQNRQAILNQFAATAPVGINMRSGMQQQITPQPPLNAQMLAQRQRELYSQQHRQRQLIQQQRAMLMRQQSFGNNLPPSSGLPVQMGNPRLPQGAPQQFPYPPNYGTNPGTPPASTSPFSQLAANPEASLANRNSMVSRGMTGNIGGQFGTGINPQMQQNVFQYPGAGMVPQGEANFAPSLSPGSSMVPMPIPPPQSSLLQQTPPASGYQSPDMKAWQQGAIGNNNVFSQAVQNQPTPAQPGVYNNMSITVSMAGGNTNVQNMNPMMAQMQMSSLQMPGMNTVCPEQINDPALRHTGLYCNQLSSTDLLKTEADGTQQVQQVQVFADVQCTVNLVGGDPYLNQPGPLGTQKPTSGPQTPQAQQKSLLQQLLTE
Shn3 3UTR inh – reduction of Shn3 3'UTR firefly luciferase signal, primary screen, Schnurri-3 inhibitor project, cell-based, Clone20 osteoblasts, set 2; Clone20 osteoblast Shn3 3'UTR firefly luciferase, 24 h; inhibition, % at 12.5 µM; hit rate 0.52% among 360,000;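 active = mean inhibition of at least 75% with every replicate also reaching 75%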;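 also: 0% = median of neutral control wells and 100% = pilot-screen positive control compound; some compounds past the cut are filed as inactive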
CF NFkB block – inhibitors of PAF-induced NF-kB signaling, primary screen, cell-based, GFP fluorescence, uHTS; hit rate 0.86% among 360,000; inhibition, % at 5 µM; AID 588850, 2011; KKLEB NF-kB-GFP reporter, GFP fluorescence overnight;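 active = at least 50% inhibition at 5 µM, scaled per plate between neutral and stimulator controls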;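 also: PAF is a Pseudomonas aeruginosa culture filtrate used as stimulus; plate controls were PAF-stimulated DMSO wells for no effect and unstimulated DMSO wells for full effect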
TROY signal inh – inhibitors of TROY-driven NF-kB signaling, primary screen, Q293 LMP1-TROYcd cells, NF-kB luciferase, uHTS; Q293 LMP1-TROYcd NF-kB luciferase reporter, 4 h; hit rate 0.98% among 360,000; inhibition, % at 10 µM;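 active = compounds whose plate-normalised and pattern-corrected inhibition of the luciferase reporter signal at the single screening dose is 50% or more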
NR5A2 inv ag – LRH-1 (NR5A2) inverse agonists, primary screen, cell-based, luminescence, HEK293T, StAR-luciferase reporter. hit rate 0.13% among 360,000. LRH-1 transfected, 24 h. inhibition, % at 3.6 µM;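 active = inhibition above the mean inhibition of all tested compounds plus 3 SD, cut at about 73% in these data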;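 also: 0% = DMSO wells and 100% = reporter-only cells lacking LRH-1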
TWEAK-Fn14 inh – inhibitors of TWEAK-Fn14 signaling, primary screen, luciferase reporter cells, uHTS. TWEAK-stimulated Fn14 reporter cells, luciferase luminescence, 8 h. inhibition, % at 10 µM. hit rate 2% among 360,000; in the data active = inhibition above about 50%
KKLEB tox – cytotoxicity in KKLEB CF airway cells, primary screen, cytotoxicity control for CF NF-kB inhibitor project, cell-based, uHTS, fluorescence assay plates. hit rate 0.36% among 360,000. AID 602141, 2011. KKLEB CF airway cells viability, ATPlite luminescence, overnight; stronger effect = lower value; cells stimulated with P. aeruginosa culture filtrate. activity change (cytotoxicity), % at 5 µM;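 active = corrected activity change at or below -50% at 5 µM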
COUP-TFII inh – NR2F2 transcriptional activity inhibitors, primary screen, cell-based, luciferase reporter, HEK293T, luminescence; HEK293T NGFI-A luciferase reporter; inhibition, % at 8.6 µM; hit rate 0.7% among 370,000; COUP transcription factor 2 (Homo sapiens), P24468;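 active = inhibition above a per-plate cutoff, mean inhibition of test wells between control levels plus 3 SD, cut at about 38% in these data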;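 also: cells cotransfected with COUP-TFII expression vector driving the NGFI-A reporter; 0% = median of COUP-TF2 test wells and 100% = reporter-only cells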
NCOA3 inh – SRC3 coactivator transcriptional activity inhibitors, primary screen, cell-based, luminescence | HEK293 GAL4-SRC3 luciferase reporter | inhibition, % at 3.6 µM | hit rate 0.17% among 360,000;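 active = inhibition above a per-campaign cutoff, the mean of all compounds plus 3 SD, cut at about 60% in these data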;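 also: 0% = DMSO-treated cells and 100% = gossypol-treated cells at 36 µM; higher means less SRC3-driven luciferase light from the GAL4 reporter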
C8 TRAIL sens – viability loss with TRAIL in NB7+C8 cells, primary screen, TRAIL sensitizer project, cell-based, ATPlite luminescence. inhibition (viability loss, TRAIL sensitization), % at 10 µM. hit rate 1% among 360,000. AID 624354, 2012;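 active = compounds causing at least 50% loss of cell viability in the single-dose screen, relative to plate controls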
An asterisk follows results filed as active; . = not tested or not shown.

item	compound	C8 TRAIL sens	COUP-TFII inh	TROY signal inh	EBV LMP1 NFkB	NCOA3 inh	TWEAK-Fn14 inh	KKLEB tox	NR5A2 inv ag	Shn3 3UTR inh	SRC1 inh	CF NFkB block
1	CC(C)(C)c1ccc(C(=O)N/C(=C\c2cccs2)C(=O)N2CCOCC2)cc1	-6	9	-39	-1	6	5	3	-4	1	2	5
2	C#CCN(C[C@H]1[C@H](OC(=O)Nc2cccs2)[C@H](OC(=O)Nc2cccs2)C[C@H]2C(=O)N(c3ccccc3)C(=O)[C@@H]12)S(=O)(=O)c1ccc(C)cc1	-2	8	10	0	5	2	-2	11	15	-17	11
3	Cc1cc(C)c2c(N)c(C(=O)Nc3ccc(C)c(C)c3)sc2n1	-17	-73	-54	-57	-147	-18	4	-169	-118	-121	-1
4	CCn1cc(Br)c(C(=O)Nc2ccccc2C(=O)OC)n1	6	-11	-19	1	5	-8	-2	49	16	-7	22
5	O=C(O)CN1C(=O)/C(=C2\C(=O)N(Cc3ccccc3Cl)c3ccccc32)SC1=S	-10	5	17	.	8	8	4	26	16	-9	-41
6	O=C(c1ccccn1)C1CCCN(Cc2cn[nH]c2-c2cc3ccccc3o2)C1 (stereo not drawn)	1	-18	3	2	-3	-17	-19	0	6	-14	18
7	CCOc1cc(/C=C2/C(=N)N3C(=NC2=O)SN=C3S(C)(=O)=O)ccc1OC(=O)c1ccco1	-48	.	15	-1	1	-18	17	15	-14	-51	-41
8	COc1ccc(/C=N/NC(=O)C(O)(c2ccccc2)c2ccccc2)cc1OC	0	-14	4	1	4	-8	-8	3	4	-4	-14
9	N#Cc1cc2c(nc1SCC(=O)N1CCOCC1)CCCCC2	19	53*	81*	29	65*	95*	5	59	32	57	-9
10	Cc1cc(NC(=O)C(C)Oc2ccccc2)no1 (stereo not drawn)	9	10	5	1	3	17	6	-9	-8	-4	-3
11	CC1CCN(CC2C(=O)O[C@@H]3C[C@@]4(C)CCC[C@H](C)C4=C[C@H]23)CC(C)(C)C1 (stereo partly drawn)	-3	10	28	9	1	55*	-21	0	-7	10	84*
12	COc1ccc(C=NNc2nc3c([nH]2)c(=O)n(C)c(=O)n3C)cc1	-10	-11	-5	-1	-5	32	13	-12	25	4	-38
13	Cc1ccccc1Nc1nc(N)nc(CN(C)Cc2ccccc2Cl)n1	1	-7	-39	4	-8	-32	-1	-28	0	-21	10
14	CCCN1CC=C2C(C#N)=C(N)C(C#N)(C#N)C(c3cccc(OC)c3OC)C2C1 (stereo not drawn)	-19	4	1	4	22	32	-6	23	3	19	6
15	O=C(CN1C(=O)c2cccc3cccc(c23)C1=O)NCCN1CCOCC1	-2	8	-11	7	10	-25	-7	1	4	-1	15
16	CC[C@H](C)[C@H]1CNC(=O)C(=O)N1CC1CCN(CCc2ccccc2)CC1	-20	18	-14	3	-4	11	-4	4	4	-1	-8
17	CC(C)(C)NC(=O)[C@H]1CC[C@H]2[C@@H]3CC[C@H]4NC(=O)C=C[C@]4(C)[C@H]3CC[C@]12C	1	7	5	3	-2	1	-5	-3	-11	-15	-4
18	CC1(C)CC(NC(=S)Nc2ccc(S(N)(=O)=O)cc2)CC(C)(C)N1	-4	0	-9	-3	-3	2	2	-4	-3	7	3
19	COc1ccc(CCNC(=O)C(C)Sc2ccccc2)cc1OC (stereo not drawn)	10	1	.	4	-19	38	0	-4	-6	3	14
20	CCCN1CCC(NC(=O)Cc2cccc(C)c2)CC1	5	-16	-12	6	2	8	-8	-8	12	0	3
21	COc1ccc(CNc2oc(COc3ccccc3Cl)nc2C#N)cc1	-16	-2	0	3	9	-22	-10	0	3	-5	1
22	CCn1cc(CN2CCCC(C(=O)Nc3cccc(-c4cc5ccccc5[nH]4)c3)C2)c(C)n1 (stereo not drawn)	12	4	6	2	6	13	-10	13	-23	8	-3
23	O=C(Cc1ccc(NC2=NC3CS(=O)(=O)CC3S2)cc1)Nc1ccc(F)cc1 (stereo not drawn)	7	-13	0	-4	-23	-1	3	8	-13	-18	1
24	COc1cccc(/C=N/NC(=O)C(=O)N2CCCCCC2)c1OC	20	16	-16	-2	2	13	-5	13	6	9	-7
25	O=c1c(Cl)c(N2CCN(S(=O)(=O)c3ccc(F)cc3)CC2)cnn1-c1cccc(Cl)c1	19	-5	14	10	-43	15	1	-4	48	1	4
26	CCC(OC(=O)c1cc2sccc2n1C)C(=O)NCC1CCCO1 (stereo not drawn)	-18	-9	-8	-1	5	-10	1	20	23	5	-11
27	CN(Cc1cccnc1)C(=O)CCCc1c[nH]c2ccccc12	-14	-5	-6	-2	12	7	-9	7	22	0	-4
28	O=C(OCc1nc2ccc(Cl)cc2n1CCO)c1ccc(O)cc1	-12	-4	77*	3	11	67*	0	13	-14	-14	-8
29	CCC1(c2ccccc2)NC(=O)N(CC(=O)NC2(C#N)CCCCC2)C1=O (stereo not drawn)	-6	-11	-6	2	-3	3	-9	3	1	3	-34
30	Cc1cc(C)n(CC(O)Cn2c(C)c(C)c3ccccc32)n1 (stereo not drawn)	-8	6	4	6	-7	-11	-10	11	-9	-17	6
31	COc1cccc(CNS(=O)(=O)/C=C/c2ccc(OC)c(OC)c2)c1	3	10	4	-7	-6	-3	1	12	0	-21	0
32	CC(C)C1C(=O)N(Cc2cn(Cc3ccco3)nn2)CCS(=O)(=O)N1Cc1ccc(-c2ccc(Cl)cc2)cc1 (stereo not drawn)	15	3	16	-10	8	26	3	25	78	-10	32
33	CC(C)(C)NC(=O)NC(=O)CN1CCN(c2ncc(C(F)(F)F)cc2Cl)CC1	14	10	22	-4	0	7	-8	-5	.	5	7
34	COc1cccc(NC(=O)CCNC(=O)N2CC(=O)Nc3ccccc32)c1	-10	7	0	3	-1	-18	-1	-2	-20	-6	-7
35	Cc1ccc(-c2nn(-c3ccccc3)cc2C=O)o1	21	-31	-11	11	-99	24	0	-120	-48	-96	-18
36	CCOC(=O)N1CCN(C(=O)c2cnn3c(C(F)F)cc(-c4ccc(C)cc4)nc23)CC1	3	6	0	6	-8	-10	3	-2	3	-11	-8
37	N#CC1=C(N)C(C#N)(C#N)[C@H](c2ccncc2)[C@H]2CN(C(=O)OCc3ccccc3)CC=C12	-19	-1	2	-9	-4	4	6	-16	-4	-50	-2
38	O=C(COC(=O)c1cncc(Br)c1)Nc1ccc2c(c1)OCO2	4	2	-10	-4	-4	-9	10	5	3	-33	-18
39	CCN(Cc1ccccc1)C(=O)C1CCN(Cc2ccc(SC)cc2)CC1	-2	-14	-3	5	-4	-7	3	-5	-18	7	-20
40	O=C(Nc1ccc(Cl)cc1)c1ccc2snnc2c1	6	-28	-46	80*	-57	-5	-1	-78	-26	-66	4
41	Cc1cc(=O)oc2cc(OCC(=O)N3CCOCC3)c(Cl)cc12	-17	-37	4	8	14	-3	12	2	-25	-2	-40
42	COc1ccc(CN2CCNC(=O)C2CC(=O)NC2CCCCCCC2)cc1C (stereo not drawn)	-2	-10	-4	-7	5	2	16	-1	4	8	-12
43	CC(=O)N1C(c2ccccc2)CC(=O)OC1c1ccc2c(c1)OCO2 (stereo not drawn)	-14	6	7	-2	0	0	-8	3	5	-15	13
44	O=C(NNS(=O)(=O)c1ccc(Br)cc1)C1CCCCC1	1	-6	3	-3	11	0	-1	2	6	6	3
45	COc1ccc(F)cc1S(=O)(=O)NC1CC(C)(C)NC(C)(C)C1	-7	3	.	-4	-15	2	10	-6	-11	0	-4
46	O=C(Cc1ccsc1)NCC(=O)Nc1ccccc1Br	-2	0	-5	-1	15	8	8	4	6	-26	22
47	COC(=O)c1ccccc1Oc1cnc2ccccc2n1	-19	9	-1	0	-36	9	-3	0	-8	6	-10
48	CSCC(C)N1CCC(CO)(CCc2ccccc2)CC1 (stereo not drawn)	-9	-18	-7	-4	12	25	-2	-5	-7	13	-4
49	Cc1ccc(N(CC2CO2)S(=O)(=O)c2ccccc2[N+](=O)[O-])cc1 (stereo not drawn)	-12	13	0	1	-11	-4	-1	-21	1	-14	6
50	COc1cc(OC)c2c(-c3cccc(-c4ccoc4)c3)cc(=O)oc2c1	3	-6	-3	3	1	27	-8	-12	5	2	11
51	CC1(Cc2cccc(C(N)=O)c2)C(=O)Nc2c(Cl)cccc21 (stereo not drawn)	5	-1	2	.	-4	11	2	7	-40	-13	1
52	CN(C)CCNc1ccc(CO)c2oc3ccc(O)cc3c(=O)c12	23	-30	-26	-6	47	-53	4	50	-14	41	-88

8 neighbouring records out of the list so far:
item	compound	C8 TRAIL sens	COUP-TFII inh	TROY signal inh	EBV LMP1 NFkB	NCOA3 inh	TWEAK-Fn14 inh	KKLEB tox	NR5A2 inv ag	Shn3 3UTR inh	SRC1 inh	CF NFkB block
26	CCC(OC(=O)c1cc2sccc2n1C)C(=O)NCC1CCCO1 (stereo not drawn)	-18	-9	-8	-1	5	-10	1	20	23	5	-11
27	CN(Cc1cccnc1)C(=O)CCCc1c[nH]c2ccccc12	-14	-5	-6	-2	12	7	-9	7	22	0	-4
28	O=C(OCc1nc2ccc(Cl)cc2n1CCO)c1ccc(O)cc1	-12	-4	77*	3	11	67*	0	13	-14	-14	-8
29	CCC1(c2ccccc2)NC(=O)N(CC(=O)NC2(C#N)CCCCC2)C1=O (stereo not drawn)	-6	-11	-6	2	-3	3	-9	3	1	3	-34
30	Cc1cc(C)n(CC(O)Cn2c(C)c(C)c3ccccc32)n1 (stereo not drawn)	-8	6	4	6	-7	-11	-10	11	-9	-17	6
31	COc1cccc(CNS(=O)(=O)/C=C/c2ccc(OC)c(OC)c2)c1	3	10	4	-7	-6	-3	1	12	0	-21	0
32	CC(C)C1C(=O)N(Cc2cn(Cc3ccco3)nn2)CCS(=O)(=O)N1Cc1ccc(-c2ccc(Cl)cc2)cc1 (stereo not drawn)	15	3	16	-10	8	26	3	25	78	-10	32
33	CC(C)(C)NC(=O)NC(=O)CN1CCN(c2ncc(C(F)(F)F)cc2Cl)CC1	14	10	22	-4	0	7	-8	-5	.	5	7

Source: PubChem BioAssay

Some of the compounds tested; the hit share may differ from the screen's.
